Lipid storage S3 = qHTS Assay for Lipid Storage Modulators in Drosophila S3 Cells; AID 2685; 0.64% of 320,000 active; lipid storage change, negative = inhibition, % at the top dose, mostly 46.1 µM; hits show Potency in µM; Drosophila S3 cells, BODIPY lipid droplet fluorescence, 18-24 h; cells fed with added oleic acid; active = well fitted inhibition curve with a large enough effect in the signal ratio, with a control signal flat, not every such curve was filed as active; inconclusive = small, poorly fitted or top-dose-only effect, or effect the other way, or a change in a side signal; the % refers to the signal ratio
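Drosophila S3 cells got compounds at several concentrations plus oleic acid (400 uM solution). Laser-scanning cytometry with 488 nm excitation read lipid droplets at 500-530 nm and cells at 575-640 nm. Percent activity was relative to 20 uM Triacsin C.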
Lipid storage S3 cell count max = also measured in Lipid storage S3; calls as there; cell number change, %; measured here: cell count max response;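 cells counted by Cell Tracker Red CMTPX staining in the red channel; peak over a dose series mostly up to 46.1 µM; percent activity relative to internal control wells on each plate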
An asterisk follows results filed as active; i = inactive; ? = inconclusive; / = not tested or not shown. % is set by controls: 0 for no effect and ±100 for the full control effect; potency is the fitted concentration of half-maximal effect.

molecule | Lipid storage S3 | Lipid storage S3 cell count max
Cc1ccc(S(=O)(=O)NC(CC(C)C)C(=O)NCCCn2nc(C)cc2C)cc1 (stereo unspecified) | ? | /
CCc1ccc(N2C(=O)Nc3ccc(Br)cc3C2(O)C(=O)NCCN(C)C)cc1 (stereo unspecified) | 12% | 20
CC1CN(C(=O)NCc2ccccc2)c2cc(Cl)ccc2O1 (stereo unspecified) | ? | /
CCOc1cc(/C=C(\C#N)C(N)=O)ccc1OS(=O)(=O)c1ccccc1 | ? | /
CN(CC(=O)NCc1cccnc1)S(=O)(=O)c1ccc2c(c1)c(=O)n(C)c(=O)n2C | ? | /
Cc1ccc(C(=O)O)cc1NS(=O)(=O)c1ccc2c(c1)oc(=O)n2C | 18% | 5
COc1cccc(NC(=O)COc2cc(C)cc3oc(=O)cc(C)c23)c1 | ? | /
O=C(Cn1cccc1C(=O)c1ccccc1)NCc1ccco1 | 19% | -1

Additional compounds follow:
molecule | Lipid storage S3 | Lipid storage S3 cell count max
Cc1ccc(SC(CC(=O)c2ccc(F)cc2)C(=O)O)cc1 (stereo unspecified) | -4% | -8
C(=N\Nc1ccc2ccccc2n1)/c1ccc2c(c1)OCCO2 | ? | /
CCOC(=O)/C=C/C(=O)OCC(=O)Nc1cccc(Cl)c1Cl | ? | /
Cc1ccccc1Cn1cc(NC(=O)c2cc(-c3cccs3)on2)cn1 | -1% | 0
CC(Oc1ccc(C(C)(C)C)cc1)C(=O)NCC(c1ccco1)N1CCCC1 (stereo unspecified) | ? | /
Cc1nc(NC(=O)c2cncc(Br)c2)ccc1Br | ? | /
CCOc1cccc(-c2cc(C(=O)NN)[nH]n2)c1 | ? | /
COc1cc(/C=C2/CC/C(=C/c3ccc(O)c(OC)c3)C2=O)ccc1O | ? | /

Continued, overlapping the part above by 6 compounds.
molecule | Lipid storage S3 | Lipid storage S3 cell count max
CCOC(=O)/C=C/C(=O)OCC(=O)Nc1cccc(Cl)c1Cl | ? | /
Cc1ccccc1Cn1cc(NC(=O)c2cc(-c3cccs3)on2)cn1 | -1% | 0
CC(Oc1ccc(C(C)(C)C)cc1)C(=O)NCC(c1ccco1)N1CCCC1 (stereo unspecified) | ? | /
Cc1nc(NC(=O)c2cncc(Br)c2)ccc1Br | ? | /
CCOc1cccc(-c2cc(C(=O)NN)[nH]n2)c1 | ? | /
COc1cc(/C=C2/CC/C(=C/c3ccc(O)c(OC)c3)C2=O)ccc1O | ? | /
CCOc1ccccc1NC(=O)C(=O)N/N=C/c1cc(Br)ccc1O | 8% | 11
O=C(CCN1C(=O)/C(=C/c2ccccc2Cl)SC1=S)Nc1ccccc1C(=O)O | ? | /
O=C1NC(=Nc2ccc(Cl)cc2)SC1Cc1cc(Cl)ccc1Cl (stereo unspecified) | ? | /
CCOC(=O)C(=O)Nc1cc([N+](=O)[O-])ccc1C | ? | /
CCOc1cc(C2C3=C(CC(C)(C)CC3=O)N(CCOC)C3=C2C(=O)CC(C)(C)C3)ccc1OC | 10% | 0
CCC(C)NC(=O)CN(C)S(=O)(=O)c1ccc2c(c1)c(=O)n(C)c(=O)n2C (stereo unspecified) | ? | /
COc1cccc(CC(NC(C)=O)C(=O)NC2CCN(S(=O)(=O)c3ccc(F)cc3)CC2)c1OC (stereo unspecified) | -1% | 5
COc1cc(NC(=O)CCCNC(=O)Cn2cnc3sc(C)c(C)c3c2=O)cc(OC)c1OC | 20% | -6

Going on with the list:
molecule | Lipid storage S3 | Lipid storage S3 cell count max
CCCc1oc2c(c(=O)c1CC)C(=O)CC(C)(C)C2 | 18% | /
CN1CCN(C(=O)c2ccc(Cl)c(S(=O)(=O)N3CCCCCC3)c2)CC1 | ? | /
Cc1c(NC(=O)c2cccc(NC(=O)Cc3c(F)cccc3Cl)c2)c(=O)n(-c2ccccc2)n1C | -2% | 2
COc1cccc(C2c3c(C)nn(-c4ccc([N+](=O)[O-])cc4)c3N=C3C(=O)Nc4ccccc4N32)c1 (stereo unspecified) | 7% | /
Cc1cccc(N2CCN(C(=O)CSc3nc4ccccc4nc3N3CC(C)OC(C)C3)CC2)c1C (stereo unspecified) | ? | /
O=C(COc1c(CO)cc(Br)cc1CO)NC1CCCc2ccccc21 (stereo unspecified) | ? | /
Cc1cccc2c1cnn2C(=O)Nc1ccccc1Cl | -18% | -16
CCCCC(O)(CCCC)C(=O)NN(C(=O)c1cccnc1Cl)c1ccccc1 | ? | /

Additional entries follow.
molecule | Lipid storage S3 | Lipid storage S3 cell count max
CO/N=C/c1c(C(=O)OC)nn(-c2ccccc2)c1Cl | ? | /
CN(/N=C/c1ccc2c(c1)OCO2)c1ccccc1 | -2% | -14
COc1cc(/C=N/Nc2ccc(Cl)c(C(=O)O)c2)ccc1OC(=O)c1cccs1 | ? | /
CCOC(=O)C1CCCCN1C(=O)CCn1nnnc1CN1CCOCC1 (stereo unspecified) | ? | /
CC1(C)O[C@@H]2[C@H](O1)[C@@H](COS(=O)(=O)O)O[C@H]2n1c(=S)[nH]c2c(=O)[nH]c(N)nc21 | ? | /
COc1ccc(-c2nc(N)ncc2-c2csc(C)n2)c(O)c1 | 9% | -9
O=S1(=O)CC(O)C(NCc2ccco2)C1 (stereo unspecified) | ? | /
CCN1C(=O)/C(=C2\C=Cc3cc(C)ccc3N2CC)OC1=S | -12% | 3

More structures
molecule | Lipid storage S3 | Lipid storage S3 cell count max
CCOc1cccc(C(=O)NC(=S)Nc2cccc(C)c2)c1 | ? | /
CC1=NN(C(=O)c2nn(C)cc2Br)C(O)(C(F)(F)F)C1 (stereo unspecified) | ? | /
CCOC(=O)N1CCN(C(=S)Nc2ccc(C)cc2)CC1 | 16% | 9
CC(C)OC(=O)c1ccc(N2CCN(c3ccc(F)cc3)CC2)nc1 | ? | /
CSCC[C@H](NC(=O)N1CCn2c1nc1ccccc12)C(=O)N1CCCCC1 | ? | /
CN(C)c1nc(N)nc(-c2nc3ccccc3s2)n1 | ? | /
Cn1cc(S(=O)(=O)N2CCCC2)cc1C(=O)NCc1ccc(F)cc1 | ? | /
Cc1cc(NC(=O)C(=O)NCCN2CCN(C(=O)c3cccs3)CC2)ccc1Br | 10% | 10

More records:
molecule | Lipid storage S3 | Lipid storage S3 cell count max
Cn1c(=O)[nH]c(=O)c2c1nc(CN1CCN(c3ccccc3F)CC1)n2CC(N)=O | 5% | 7
O=C(CCN1CCN(c2ccccc2)CC1)Nc1ccccc1 | 6% | 21
CN(C)S(=O)(=O)c1cccc(C(=O)Nc2cc3c(cc2C(=O)O)OCCCO3)c1 | ? | /
COc1ccc(C2(C)NC(=O)N(CC(=O)Nc3ccc(C)cc3Br)C2=O)cc1OC (stereo unspecified) | ? | /
CCNC(=S)SCCOc1ccccc1C | 9% | -8
CCN(CCn1cccn1)C(=O)C1CCC(=O)N(CC2CCCCC2)C1 (stereo unspecified) | ? | /
O=C(N/N=C\c1ccc(Br)o1)C1COc2ccccc2O1 (stereo unspecified) | ? | /
O=C(C1CCN(c2nnnn2-c2ccccc2)CC1)N1CCN(c2ccccc2)CC1 | ? | /

(cont.)
molecule | Lipid storage S3 | Lipid storage S3 cell count max
CCOc1ccc(S(=O)(=O)N2CCN(C(=O)c3oc4ccc(OC)cc4c3C)CC2)cc1 | ? | /
CC(=O)Nc1sc(C)c(C)c1C(=O)Nc1ccc(C)cc1 | -7% | 5
CCOc1cc(CNc2ccccc2SC)ccc1O | ? | /
COc1ccc(CNC(=O)c2cc3cccc(OC)c3oc2=N)cc1 | 10% | 8
Cc1ccc(C)c(N2CCN(CC(=O)Nc3ccc4[nH]c(=O)[nH]c4c3)CC2)c1 | 4% | 9
O=C(NCc1ccccc1)c1ncn(Cc2ccccc2)c1C(=O)NCc1ccccc1 | ? | /
CCc1cc(=O)oc2c(C)c(OCC(=O)NCCCn3ccnc3)ccc12 | ? | /
CCOc1ccc(CCNC(=O)Cn2cccc2C(=O)c2ccccc2C)cc1OCC | ? | /

(list continues)
molecule | Lipid storage S3 | Lipid storage S3 cell count max
COc1ccccc1CNC(=O)CCS(=O)(=O)Cc1ccc(C)cc1 | i | 14
Cc1ccc(NC(=O)COC(=O)c2cc(Cl)cc(Cl)c2)c(Br)c1 | 19% | 0
CC1CN(c2ccc(NC(=O)c3ccco3)cc2C(=O)O)CC(C)O1 (stereo unspecified) | ? | /
Nc1nc(Nc2ccccc2F)nc(NCc2ccccc2)c1[N+](=O)[O-] | -14% | -22
CC(CNS(=O)(=O)c1ccccc1)Sc1nncn1C (stereo unspecified) | ? | /
O=C(CSCc1ccc(Cl)cc1)Nc1ccc(Br)cc1C(=O)O | i | /
Cn1c(O)c(N=NC(=O)CNC(=O)c2ccco2)c2ccccc21 | 14% | 10
O=C(NCCSCc1ccccc1)c1ccc(F)cc1 | ? | /

The list goes on:
molecule | Lipid storage S3 | Lipid storage S3 cell count max
COc1ccc(CN(C(=O)c2oc3cc(C)ccc3c2C)C2CCS(=O)(=O)C2)cc1OC (stereo unspecified) | 1% | -3
CCN(c1ccccc1)S(=O)(=O)c1cc(C(=O)NCc2ccco2)ccc1C | ? | /
Brc1cccc(C2CC(c3ccccc3)n3nnnc3N2)c1 (stereo unspecified) | -1% | -20
CCOC(=O)c1sc(C)c2c1NC(C)(c1ccccc1)NC2=O (stereo unspecified) | 20% | -8
CCc1noc(C)c1C(=O)NNC(=O)c1ccccc1F | -10% | -12
CC(=O)c1c(C)[nH]c(C(=O)OCC(=O)Nc2ccc([N+](=O)[O-])cc2Cl)c1C | 16% | 15
CCCCCCCCCOC(=O)C(CC(=O)O)N1CCOCC1 (stereo unspecified) | ? | /
Cc1ccc(C(C(=O)NC2CCCC2)N(Cc2ccco2)C(=O)CCC(=O)Nc2cc(C)on2)cc1 (stereo unspecified) | -4% | -14

Further records follow.
| structure | Lipid storage S3 | Lipid storage S3 cell count max |
| --- | --- | --- |
| O=c1cnc2ccccc2n1CC1CCCCC1 | 13% | -19 |
| O=C(Nc1nnc(C2CC2)s1)c1cc2c(s1)CCCCCC2 | ? | / |
| O=C(OCN1C(=O)C(=O)c2ccccc21)c1ccc(Cl)cc1 | -13% | -1 |
| COc1c(C)cc(C(=O)C2CCCN(C(=O)c3ccoc3)C2)cc1C (stereo unspecified) | ? | / |
| CCOC(=O)Cc1cc(=O)n2[nH]cc(-c3cccc(Br)c3)c2n1 | ? | / |
| O=C(Nc1nc2ccc([N+](=O)[O-])cc2s1)c1c(F)cccc1F | ? | / |
| CSc1nc(C)cc(Oc2ccc(OCC(N)=O)nn2)n1 | ? | / |
| O=C(C1CCCN(S(=O)(=O)c2cccc3cccnc23)C1)N1CCc2ccccc21 (stereo unspecified) | ? | / |
| O=C(CN1C(=O)COc2ccccc21)N1CCOCC1 | i | / |
| Cc1ccc2c(n1)sc1c(N)ncnc12 | 3% | -2 |

Random excerpt: 3 records from the list.
| structure | Lipid storage S3 | Lipid storage S3 cell count max |
| --- | --- | --- |
| O=C(Nc1nc2ccc([N+](=O)[O-])cc2s1)c1c(F)cccc1F | ? | / |
| CSc1nc(C)cc(Oc2ccc(OCC(N)=O)nn2)n1 | ? | / |
| O=c1cnc2ccccc2n1CC1CCCCC1 | 13% | -19 |

Further results follow:
| structure | Lipid storage S3 | Lipid storage S3 cell count max |
| --- | --- | --- |
| COc1ccccc1N1CCN(C(=O)c2ccccc2SCC(=O)NCc2ccco2)CC1 | ? | / |
| CCOc1cc2[nH]c(=O)n(Cc3ccc(C(=O)NCCOC)cc3)c(=O)c2cc1OCC | 7% | 9 |
| CSc1nc2sccc2c(=O)[nH]1 | ? | / |
| COc1cc(NC(=O)COC(=O)CCc2cc(OC)c(OC)c(OC)c2)cc(OC)c1 | ? | / |
| COc1ccc(NC(=O)CC23CC4CC(CC(C4)C2)C3)cn1 | -2% | -5 |
| CCN(C(=N)N=C(N)N)c1ccccc1 | ? | / |
| O=S(=O)(Nc1ccccn1)c1cccc(S(=O)(=O)c2ccc(Cl)cc2)c1 | -1% | 4 |
| CCn1c2ccccc2c2nnc(SCC(=O)NCCOC)nc21 | ? | / |
| CCOc1cccc(-c2c(C(=O)N/N=C/c3ccncc3)nnn2-c2nonc2N)c1 | ? | / |
| CCC(=O)N(CCc1ccccc1)Cc1cc2cc(OC)ccc2[nH]c1=O | 11% | 11 |

More records:
| structure | Lipid storage S3 | Lipid storage S3 cell count max |
| --- | --- | --- |
| CCN1CCN(c2nc3ccccc3nc2C(C#N)S(=O)(=O)c2ccc(C)cc2)CC1 (stereo unspecified) | -1% | / |
| O=C(CSc1nc2ccccc2[nH]1)NC1CCCC1 | -8% | 21 |
| Cc1cc(Cl)ccc1OCC(=O)NNC(=O)CCOc1ccccc1 | 0% | 6 |
| COc1ccc(/C=C(\NC(=O)c2cccs2)C(=O)NCc2ccco2)cc1OC | ? | / |
| CCCS(=O)(=O)c1nc(S(=O)(=O)c2ccc(C)cc2)c(N2CCN(C)CC2)s1 | i | / |
| NS(=O)(=O)c1ccc(CCNCc2ccccc2OCc2ccc(Cl)cc2)cc1 | ? | / |
| O=C(O)COc1ccc(/C=C2/SC(=S)N(Cc3ccccc3)C2=O)cc1 | i | 24 |
| C=CCN1C(=O)/C(=C2/Sc3ccc(OC)cc3N2C)SC1=Nc1ccc(OC)cc1 | ? | / |
| COc1ccccc1CNC(=O)c1cccc(NC(=O)c2ccccc2)c1 | 7% | / |
| CN1C(=O)S/C(=C\c2ccc(-n3cncn3)cc2)C1=O | 2% | 8 |
| CCC(C)Sc1ccc([C@@H]2[C@@H]3C(=O)N(C)C(=O)[C@@H]3[C@]3(C(=O)OC)CCCCN23)cc1OC (stereo partly specified) | ? | / |
| Cc1ccc(-c2nnn(CCC(=O)Nc3ccc4c(c3)OCO4)n2)cc1 | ? | / |
| CC(C)(C)[Si](OCC[C@@H]1C[C@@]1(C)[C@@H](NP(=O)(c1ccccc1)c1ccccc1)c1ccccc1)(c1ccccc1)c1ccccc1 | 3% | -7 |

Only part of the results is shown (hit frequency here may not be typical).
